SMARCA2 activ: SMARCA2 (BRM) function activators, primary screen, cell-based, luminescence, high throughput; MG213 cells, MMTV-luciferase reporter, dexamethasone, overnight; activation, % at 9.1 µM; hit rate 1% among 370,000; AID 652017, 2013; in the data active = activation above about 7.8%;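 also: 0% = vehicle wells and 100% = reference activator wells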
ADAM10 inh: human ADAM10 inhibitors, primary screen, biochemical, QFRET, HTS | recombinant ADAM10, EDANS/DABCYL FRET peptide cleavage, 3 h | inhibition, % at 7 µM | hit rate 0.62% among 370,000 | AID 720582, 2013;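 active = inhibition above a per-campaign cutoff equal to the mean of compounds falling between control-based bounds plus 3 SD, cut at about 20% in these data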;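 also: 0% = DMSO wells while the 100% control is not disclosed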
GC-A act: GC-A stimulated cGMP production enhancers – HEK293 GC-A cells, cGMP TR-FRET, EC30 ANP, primary screen | AID 1671463, 2021 | Atrial natriuretic peptide receptor 1 (Homo sapiens), P16066 | 0% at EC30 ANP, 100% saturating ANP | activation, % at 10 µM | hit rate 0.14% among 370,000; in the data active = activation above about 40%
FXN GAA850 act: FXN promoter activators, primary screen, cell-based, luciferase luminescence, HEK293 lucGAA850; HEK293 lucGAA850 FXN promoter luciferase reporter, 24 h; percent of 10 µM SAHA response; activation, % at 6 µM; hit rate 0.56% among 360,000; AID 540364, 2011;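 active = activation above the average of all compounds screened plus 3 SD, cutoff fixed separately per campaign, cut at about 7.5% in these data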;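 also: 0% = DMSO wells and 100% = 10 µM SAHA wells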
DAX1 inh-1: DAX1 (NR0B1) inhibitors on StAR promoter, primary screen, cell-based, luminescence, SF-1 (NR5A1), full-length DAX-1; HEK293T StAR-luciferase reporter, SF-1/DAX-1 repression relief; inhibition, % at 6.8 µM; hit rate 1.1% among 370,000; AID 652010, 2013;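 active = inhibition above the mean over all tested compounds plus 3 SD, cut at about 3.6% in these data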;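 also: 0% = DAX-1 cells with DMSO and 100% = cells lacking DAX-1 with DMSO; higher inhibition means more luminescence from relief of DAX-1 repression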
hgDAF-12 ag: H. glycines DAF-12 receptor agonists, primary screen, cell-based, luminescence, HEK293, GAL4 fusion, UAS-luciferase; Nuclear hormone receptor DAF-12 (Heterodera glycines), GAL4 fusion; HEK293 GAL4-hgDAF12 UAS-luciferase reporter, agonist luminescence; normalized to butyrate control; activation, % at 6.8 µM; hit rate 1.8% among 370,000; AID 687014, 2013;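 active = activation above a cutoff set at the mean of all screened compounds plus 3 SD, cut at about 10% in these data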;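 also: 0% = DMSO wells and 100% = sodium butyrate wells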
PG9 binder: binders of HIV-1 gp120 antibody PG9, primary screen, biochemical, TR-FRET; HIV-1 gp120 / PG9 antibody interaction; TR-FRET gp120-PG9 antibody binding; inhibition, % at 6.7 µM; hit rate 0.43% among 360,000; in the data active = inhibition above about 8.5%
DAX1 inh-2: DAX1 (NR0B1) inhibitors, primary screen, cell-based, HEK293, Gal4-DAX1, luciferase luminescence; inhibition, % at 6.75 µM; AID 504766, 2011; hit rate 0.99% among 340,000; HEK293 Gal4-DAX1 luciferase reporter;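 active = inhibition above the mean over all tested compounds plus 3 SD, cut at about 4.2% in these data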;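 also: 0% = DAX1-transfected cells with DMSO and 100% = empty-vector control cells with DMSO; inhibition shows as a rise in luminescence from relieved DAX1 repression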
Target sequence (P51843 207-470 limits assumed): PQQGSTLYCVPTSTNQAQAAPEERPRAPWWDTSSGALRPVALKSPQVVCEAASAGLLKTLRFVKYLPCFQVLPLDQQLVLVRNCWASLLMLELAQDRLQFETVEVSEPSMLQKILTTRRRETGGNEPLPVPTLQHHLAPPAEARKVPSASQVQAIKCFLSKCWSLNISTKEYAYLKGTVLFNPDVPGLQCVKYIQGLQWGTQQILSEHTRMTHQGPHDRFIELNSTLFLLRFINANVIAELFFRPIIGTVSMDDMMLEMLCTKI
ADAM17 inh: ADAM17 inhibitors, primary screen, biochemical, QFRET; inhibition, % at 6.95 µM; recombinant ADAM17, EDANS/DABCYL FRET peptide cleavage; hit rate 0.83% among 370,000; AID 720648, 2013;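 active = inhibition above the mean of compounds lying between control limits plus 3 SD, set per campaign, cut at about 8.5% in these data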;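 also: 0% = DMSO-only wells as the low control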
Target sequence (P78536 215-824 limits assumed): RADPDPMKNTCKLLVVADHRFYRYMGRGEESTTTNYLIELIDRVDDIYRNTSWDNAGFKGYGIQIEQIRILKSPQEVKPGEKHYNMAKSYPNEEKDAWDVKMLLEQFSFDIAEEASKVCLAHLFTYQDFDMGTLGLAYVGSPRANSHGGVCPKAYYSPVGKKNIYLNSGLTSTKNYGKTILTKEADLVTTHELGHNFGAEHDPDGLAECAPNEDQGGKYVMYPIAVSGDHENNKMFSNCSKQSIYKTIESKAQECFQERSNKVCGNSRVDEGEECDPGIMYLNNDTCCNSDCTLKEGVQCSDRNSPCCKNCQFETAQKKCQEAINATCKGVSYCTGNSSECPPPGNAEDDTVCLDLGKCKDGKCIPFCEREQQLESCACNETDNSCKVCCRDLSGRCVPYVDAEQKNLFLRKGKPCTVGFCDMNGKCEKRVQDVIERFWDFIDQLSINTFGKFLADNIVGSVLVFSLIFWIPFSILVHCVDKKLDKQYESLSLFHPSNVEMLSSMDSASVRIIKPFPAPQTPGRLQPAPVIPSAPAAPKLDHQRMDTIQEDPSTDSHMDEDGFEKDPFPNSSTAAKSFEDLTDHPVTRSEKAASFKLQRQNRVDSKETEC
hcDAF12 agonist: H. contortus DAF-12 nuclear receptor activators, primary screen, cell-based, luminescence, HEK293, lit1-tk-luc reporter; activation, % at 6.8 µM; AID 652067, 2013; hit rate 1.4% among 370,000; HEK293 hcDAF-12 lit1-tk-luc reporter; 0% DMSO, 100% Δ7-dafachronic acid;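 active = activation above the mean of all tested compounds plus 3 SD, cut at about 5.5% in these data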;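 also: 100% = response to 3 µM Δ7-dafachronic acid high control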
ssDAF12 agonist: S. stercoralis DAF-12 nuclear receptor activators, primary screen, cell-based, luminescence, HEK293, GRIP1 co-expression, lit1-tk-luc; HEK293 ssDAF-12/GRIP1 lit1-tk-luc reporter; % of 3 µM dafachronic acid response; hit rate 1% among 370,000; AID 652126, 2013; activation, % at 6.8 µM;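 active = activation above the mean over all tested compounds plus 3 SD, cut at about 0.9% in these data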;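 also: 0% = DMSO-only wells and 100% = 3 µM delta7-dafachronic acid wells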
* = called active by the depositor; . = no result given.

The line under a structure holds: SMARCA2 activ, ADAM10 inh, GC-A act, FXN GAA850 act, DAX1 inh-1, hgDAF-12 ag, PG9 binder, DAX1 inh-2, ADAM17 inh, hcDAF12 agonist, ssDAF12 agonist
> Cc1ccc(-n2c(Cn3cnc4ccccc43)nnc2SCC(=O)O)cc1
    -3, -4, 4, 1.3, 0.1, -1.1, -0.2, 1.2, -5, 1.2, -0.9
> O=C(CSc1nc2ccccc2[nH]1)NC(=O)NCc1ccco1
    0, -18, -7, 0.9, -0.5, 2.2, -2.7, 0.5, -12, -1.5, -0.8
> Cn1c(CSc2ncccn2)nnc1SCC(=O)N1CCCC1
    -3, -4, -2, 1.3, -0.1, -1.3, 1.5, 2.8, -3, -0.1, -1.5
> COc1ccc(CCN(C)C(=S)NC(=O)c2ccc(F)cc2Cl)cc1OC
    4, -2, 0, 3.4, -1.5, -3.4, 0.1, -0.7, -2, -0.7, -1.4
> Cc1cccc(NC(=O)CSc2nc(=O)n(CCCN3CCOCC3)c3c2CCCC3)c1
    0, -3, -3, 0.5, -0.5, -1.9, -1.2, -0.6, 0, 1.6, -1.0
> O=c1cc(-c2cccc([N+](=O)[O-])c2)[nH][nH]1
    1, 3, -3, -0.5, -0.2, -2.0, -3.0, -1.0, 4, 0.3, -1.4
> CCc1ccc(C(=O)Nc2ccc3nc(C)ccc3c2)cc1
    1, -4, 0, 1.9, 1.3, -0.5, -0.4, 0.7, 1, -2.1, -0.1
> O=NN(CCCl)C(=O)NCCCl
    -4, -9, 5, 1.6, -0.1, -3.2, 0.1, -0.1, -5, 1.9, -1.3
> CCOC(=O)N(C)c1c(CC)nc2c(OCCC3CCCCC3)cccn12
    0, -18, 5, -3.3, -1.4, -1.9, 1.4, ., -2, -3.9, -1.2
> CCOC(=O)N1CCN(C(=O)COC(=O)c2oc3ccc(OC)cc3c2C)CC1
    3, -265, -1, 2.2, -0.3, 0.4, -1.1, 0.2, -86, -1.4, -1.4
> CCc1ccc(C(=O)Nc2ccc(C)c(NS(C)(=O)=O)c2)cc1
    -2, 2, -4, -0.7, -0.5, 2.2, -2.1, ., 0, 2.5, -1.6
> Cc1ccc(NC(=S)NC(=O)CC2CC(C)(C)OC2=O)cc1 (configuration not stated)
    1, 9, 1, -0.2, 0.2, 0.1, -0.6, 0.1, -3, 0.5, -1.7
> CCOCCn1c(COc2ccccc2)nc2ccccc21
    0, 3, -16, 0.9, 0.6, -0.8, 1.5, -1.2, 9.4*, -2.3, -1.2
> CN(Cc1cnccn1)Cc1ccccc1OCC(O)CN1CCc2ccccc2C1 (configuration not stated)
    -4, -7, -9, -1.6, -0.3, -0.7, 0.7, 0.0, -6, 0.2, -1.7
> Cc1cc(O)c(Sc2ccc(Cl)cc2)c(=O)[nH]1
    1, -2, 3, 1.2, 0.2, -0.3, 1.9, 1.4, -2, -1.3, -1.4
> NNc1nc2c(Cl)c(Cl)ccc2s1
    -1, 5, 17, 3.4, 1.5, -1.5, 0.9, 0.5, -1, 3.1, 0.1
> CCCOc1ccc(N2C(=O)CC(N3CCOCC3)C2=O)cc1 (configuration not stated)
    -3, -2, -2, 3.0, -0.2, -1.1, -1.1, 0.7, -1, -1.3, -0.8
> Cc1noc(C)c1C(=O)Nc1cccc(S(=O)(=O)N2CCOCC2)c1
    -4, -14, 1, -0.9, -0.8, -1.1, -0.3, 0.0, -4, -1.6, -1.2
> COc1cc(CNn2nnnc2N)ccc1OCc1c(Cl)cccc1Cl
    -2, 3, 9, -2.3, -0.8, -1.9, 0.4, -0.3, -2, -1.6, -1.7
> Cc1ccc(C)n1NC(=O)c1cccs1
    -2, 0, 1, 2.3, 0.5, 2.7, 1.8, -0.7, -3, 2.6, -1.0
> Cc1nc(C)c(-c2ccc(SCc3ccccc3C)nn2)s1
    1, -2, 4, 1.6, 0.6, 1.2, 2.2, 1.1, 0, -0.4, -0.9
> Cc1cccc(-n2c(C)cc(/C=C3/C(=N)N4C(c5ccccc5)=CSC4=NC3=O)c2C)c1
    5, 0, 3, 2.2, 0.1, -0.2, -3.7, -0.5, -2, 0.4, -0.9
> CCOC(=O)CSc1nnc(-c2c[nH]c3ccccc23)o1
    1, -6, -1, 3.1, -0.1, 2.0, -0.2, -1.1, -5, -2.5, -1.0
> Cc1occc1C(=O)N1CCCC(Nc2ccc(F)cc2)C1 (configuration not stated)
    -1, -1, -1, -0.4, -1.5, 2.5, 0.8, 0.1, 1, 0.9, -0.8
> COc1ccc(C)cc1NS(=O)(=O)c1ccccc1
    -3, -10, -7, 0.9, -1.7, -1.2, 0.1, -1.1, -4, 0.0, -1.0
> O=C(CC1SC(=NC2CCCCC2)NC1=O)Nc1ccccc1 (configuration not stated)
    4, 0, 2, 2.4, -0.3, 0.6, 1.2, 0.8, 3, 0.9, -1.7
> CCC1CCCCN1C(=O)COC(=O)c1n[nH]c2ccccc12 (configuration not stated)
    1, -5, -1, 1.5, -0.2, -0.5, 0.9, -1.2, -1, -1.8, -1.2
> O=C1C2C3C=CC(C4CC34)C2C(=O)N1CCCCN1CCN(c2ccc(F)cc2)CC1 (configuration not stated)
    -3, 0, 6, 0.5, -0.5, -0.2, 2.5, -2.6, -3, 0.5, -1.6
> CCOC(=O)c1c(N2C(=O)C3CC(C)=C(C)CC3C2=O)sc(C)c1C (configuration not stated)
    -2, -2, -1, -0.4, 0.2, 0.2, 0.6, -0.8, 0, -1.5, -1.6
> CN(C(=S)NC(=O)c1ccccc1)C1CCCCC1
    1, -7, 5, 1.6, 0.1, -3.0, -1.6, 0.5, -6, 0.6, -1.1
> O=C(NN1CCOCC1)c1ccc(Cl)cc1
    -2, -7, -2, -0.6, -0.1, -0.7, 0.7, 3.4, 2, -0.7, -1.2
> O=C(CCC(=O)Nc1ccc(F)cc1)N/N=C/c1c[nH]c2ccccc12
    1, 0, 0, -0.3, -0.6, 0.4, -4.5, -0.6, 3, 2.9, 0.3
> Cc1ccccc1OCC(=O)NCCCNC(=O)c1ccco1
    -2, 1, 6, 1.5, -0.3, -1.3, 0.6, -0.2, -5, -0.5, -1.1
> Cc1cccc(NC(=O)Cc2noc3ccccc23)c1
    4, 12, -2, 6.4, 1.1, 5.8, 2.5, 2.9, -1, 3.2, -0.7
> COc1ccc(C(Nc2cc(C)ccn2)c2ccc3ccc(C)nc3c2O)cc1 (configuration not stated)
    10*, 23*, -2, 2.5, -0.9, -2.6, -3.3, -0.8, 1, 0.8, -1.1
> CC(=Nc1ccc(Br)cc1)c1sc2ccccc2c1O
    2, 4, -1, 7.9*, 1.9, 13*, -2.2, 3.7, -3, 6.0*, 0.0
> O=C1N=c2ccccc2=C1c1sc(Nc2ccc(O)cc2)nc1O
    7.8*, 0, 8, 4.0, 0.1, -1.8, -2.0, 0.9, -1, 0.3, -0.1
> O=C(NCc1ccco1)C1CCCN(S(=O)(=O)c2cccc3nonc23)C1 (configuration not stated)
    2, -4, -4, ., 0.5, -0.3, 0.0, ., -5, 0.3, -0.8
> CCOc1ccc(NC2c3ccccc3C(=O)N2Cc2ccc3c(c2)OCO3)cc1 (configuration not stated)
    -1, -4, -1, 2.3, -1.2, -4.7, 1.2, 0.6, 0, -0.9, -1.5
> COc1ccc2cnnc(SCC(=O)Nc3ccc(C(=O)O)cc3)c2c1OC
    3, -54, -2, 1.7, 0.1, -0.9, -2.3, -0.8, -15, 1.4, -1.2
> COc1cc(OC)c(NC(=O)N2CCOCC2)cc1Cl
    2, 1, 0, 0.4, 0.0, -0.8, -0.3, 2.0, -1, -1.3, -1.3
> Fc1cccc(Cc2c(-c3ccco3)nc3c4ccccc4ccn23)c1
    4, -70, 10, ., 3.5, 13*, -1.4, ., -21, 6.7*, 3.7*
> CC(Sc1ccccc1)C(=O)NCCc1ccccc1 (configuration not stated)
    0, -4, -3, 3.5, 0.5, 4.2, -0.4, 3.4, -2, 1.5, -1.2
> O=C(O)CSc1nnc(-c2ccc(S(=O)(=O)N3CCCC3)cc2)n1Cc1ccco1
    1, -1, 4, 2.4, -0.5, 1.0, -1.2, 1.4, 2, -2.0, -0.5
> Cc1ccc(C(=O)NNC(=O)CCC(=O)Nc2cccc(Cl)c2C)cc1
    -1, -11, -5, 0.1, 0.0, 1.3, 0.9, 1.1, 3, -0.8, -0.9
> COc1ccc(CNCCS(=O)(=O)NC2CCCC2)cc1
    -5, -24, 3, 1.1, 1.3, 0.7, -3.7, 1.5, 4, -0.9, -1.3
> Cn1nnc(C(O)CNCc2ccc(Cl)cc2)n1 (configuration not stated)
    1, 1, 2, 1.4, 0.7, -3.0, -0.1, -0.1, -2, -1.6, -1.1
> O=C(c1ccc(NS(=O)(=O)/C=C/c2ccccc2)cc1)N1CCCCC1
    -4, 0, -3, 0.9, -4.1, -4.0, -1.7, -1.0, 4, -3.1, -1.6

A different layout for some results above.
SMILES,SMARCA2 activ,ADAM10 inh,GC-A act,FXN GAA850 act,DAX1 inh-1,hgDAF-12 ag,PG9 binder,DAX1 inh-2,ADAM17 inh,hcDAF12 agonist,ssDAF12 agonist
COc1ccc2cnnc(SCC(=O)Nc3ccc(C(=O)O)cc3)c2c1OC,3,-54,-2,1.7,0.1,-0.9,-2.3,-0.8,-15,1.4,-1.2
COc1cc(OC)c(NC(=O)N2CCOCC2)cc1Cl,2,1,0,0.4,0.0,-0.8,-0.3,2.0,-1,-1.3,-1.3
Fc1cccc(Cc2c(-c3ccco3)nc3c4ccccc4ccn23)c1,4,-70,10,.,3.5,13*,-1.4,.,-21,6.7*,3.7*
CC(Sc1ccccc1)C(=O)NCCc1ccccc1 (configuration not stated),0,-4,-3,3.5,0.5,4.2,-0.4,3.4,-2,1.5,-1.2
O=C(O)CSc1nnc(-c2ccc(S(=O)(=O)N3CCCC3)cc2)n1Cc1ccco1,1,-1,4,2.4,-0.5,1.0,-1.2,1.4,2,-2.0,-0.5
Cc1ccc(C(=O)NNC(=O)CCC(=O)Nc2cccc(Cl)c2C)cc1,-1,-11,-5,0.1,0.0,1.3,0.9,1.1,3,-0.8,-0.9
COc1ccc(CNCCS(=O)(=O)NC2CCCC2)cc1,-5,-24,3,1.1,1.3,0.7,-3.7,1.5,4,-0.9,-1.3
Cn1nnc(C(O)CNCc2ccc(Cl)cc2)n1 (configuration not stated),1,1,2,1.4,0.7,-3.0,-0.1,-0.1,-2,-1.6,-1.1
